LMPTP inh: LMPTP (human) inhibition; P24666; inhibition, % at 20 µM; recombinant LMPTP-A, OMFP fluorogenic substrate, fluorescence intensity; 360,000 compounds, 0.22% hits; AID 651560;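 active = compounds that cut the enzyme signal by at least half of the control window in the single-dose screen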;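 note: plate controls were DMSO wells with enzyme plus substrate for no effect and substrate without enzyme for full effect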
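Buffer or medium: Bis-Tris pH 6.0, DTT, detergent; Assay system: LMPTP-A enzyme; Quantity: 0.625 nM enzyme; Detection: endpoint fluorescence intensity; Times: 50 min dark incubation at room temperature; Controls: substrate-only low control, DMSO enzyme-plus-substrate high control; Doses: single 20 µM dose; Read-out: percent inhibition versus substrate-only and uninhibited controls; Reagent: 400 µM OMFP.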
MT1-MMP act inh: MT1-MMP (human) activation inhibition; P50281; HT1080 RFP-PRO-GFP cells, GFP/RFP ratio fluorescence, overnight; percent of plate control window, DMSO zero; GFP/RFP ratio change, % at 20 µM; 360,000 compounds, 0.061% hits;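 active = GFP/RFP ratio change of at least 30% with cell ATP level not reduced by more than half and red fluorescence within 50% of control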; note: strong numbers were not always called active
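system = RFP-PRO-GFP reporter HT1080 cells | dosing = 20 µM single dose, 1% DMSO | timing = overnight cell settling, then overnight compound exposure, 37 °C, 5% CO2 | read-out basis = GFP/RFP fluorescence ratio | controls = DMSO and RFP-L50D-GFP cell wells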
DNMT1 inh: blocks human DNA methyltransferase DNMT1 | AID 588458 | inhibition (reported as % activation of signal), % at 10 µM | DNMT1 molecular beacon, Hinp1I cleavage, fluorescence | 360,000 compounds, 0.83% hits; in the data active = inhibition above about 50%
SUMO1-SIM PPI: SUMO1-SIM interaction modulation | inhibition, % at 20 µM | 360,000 compounds, 0.33% hits | P63165 | SUMO1 binding to a labelled peptide, TR-FRET, 1 h; in the data active = inhibition above about 37%
Target sequence (P63165 whole entry, looked up): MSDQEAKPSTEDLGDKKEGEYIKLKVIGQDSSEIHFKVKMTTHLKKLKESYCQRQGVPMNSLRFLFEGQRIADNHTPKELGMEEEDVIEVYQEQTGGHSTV
CendR NRP1 mod: alters CendR peptide binding to human NRP-1; O14786; FAM-RPARPAR peptide binding to NRP-1, fluorescence polarization; inhibition, % at 25 µM; 360,000 compounds, 0.85% hits;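 active = inhibition or corrected inhibition above about 18%, plus a signal ratio from 0.5 to 1.5, limit read from the data, passing the limit was not always enough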; note: strong numbers were not always called active
Scp1 inh: blocks human Scp-1 phosphatase activity | Recombinant Scp1, phosphopeptide, malachite green phosphate absorbance | inhibition, % at 20 µM | 340,000 compounds, 0.88% hits | AID 493091;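 active = inhibition above about 50% at 20 µM, limit read from the data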;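 note: plate controls were DMSO wells with enzyme for no effect and wells lacking enzyme for full effect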
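Test system – truncated SCP-1 phosphatase (76-261aa) · Reagent – Phosphorylated 17-residue peptide substrate · Incubation – 45 min room-temperature reaction, 5 min colour, 30 min stabiliser · Detection – colorimetric phosphate reagent with accelerator and stabiliser, absorbance at 630 nm · Measure – % inhibition at 20 µM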
STEP block: inhibitors of human striatal-enriched phosphatase STEP. inhibition, % at 20 µM. AID 588621. 360,000 compounds, 0.25% hits. recombinant STEP, OMFP fluorogenic substrate, fluorescence;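 active = inhibition at 20 µM, scaled per plate between control wells, above about 37%, limit read from the data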;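 note: 0% = DMSO with enzyme and substrate and 100% = substrate only without enzyme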
Target sequence (P54829 whole entry, looked up): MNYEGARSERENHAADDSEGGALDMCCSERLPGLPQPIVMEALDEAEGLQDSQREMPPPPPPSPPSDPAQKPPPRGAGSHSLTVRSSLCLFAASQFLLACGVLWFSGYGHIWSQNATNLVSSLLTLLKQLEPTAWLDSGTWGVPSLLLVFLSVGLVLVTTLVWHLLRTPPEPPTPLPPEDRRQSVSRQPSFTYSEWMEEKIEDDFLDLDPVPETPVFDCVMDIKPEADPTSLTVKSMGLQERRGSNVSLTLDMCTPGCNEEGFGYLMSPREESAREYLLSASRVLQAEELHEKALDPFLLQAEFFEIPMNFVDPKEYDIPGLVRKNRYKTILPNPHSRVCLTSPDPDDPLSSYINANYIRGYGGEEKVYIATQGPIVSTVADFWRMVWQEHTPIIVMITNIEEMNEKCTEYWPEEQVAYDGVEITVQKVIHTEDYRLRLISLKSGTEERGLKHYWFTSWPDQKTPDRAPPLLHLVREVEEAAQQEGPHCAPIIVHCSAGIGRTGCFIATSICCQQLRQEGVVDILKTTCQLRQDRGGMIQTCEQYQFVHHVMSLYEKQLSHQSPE
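System: isolated STEP enzyme; schedule: 20 min enzyme reaction at room temperature, protected from light; medium: Bis-Tris buffer pH 6.0, 2.5 mM DTT, 0.005% Tween 20; signal: fluorescence, 480/540 nm; dosing: single compound dose of 20 µM, 1% DMSO final; also added: OMFP substrate, 25 µM final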
SKN-1 inh: C. elegans SKN-1 inhibition | C. elegans VP596 Pgst-4::GFP/RFP ratio, acrylamide-induced, 24 h | inhibition, % at 21.8 µM | 360,000 compounds, 0.49% hits | AID 624304;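 active = interference check ratio from 0.5 to 1.5 plus GFP to RFP signal ratio inhibition reaching or exceeding a fixed threshold, cut at about 30% in these data, passing the limit was not always enough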; note: some compounds called inactive have numbers as strong as hits
Rpn11 block: inhibitors of human proteasome Rpn11; human 26S proteasome, Ub4-pepOG fluorescence polarization; 20S core pre-blocked with epoxomicin; calls only at 20 µM; 360,000 compounds, 0.59% hits; AID 588493;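 active = inhibition at 20 µM, scaled to each plate's controls, above about 33%, limit read from the data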
Target sequence (O00487 whole entry, looked up): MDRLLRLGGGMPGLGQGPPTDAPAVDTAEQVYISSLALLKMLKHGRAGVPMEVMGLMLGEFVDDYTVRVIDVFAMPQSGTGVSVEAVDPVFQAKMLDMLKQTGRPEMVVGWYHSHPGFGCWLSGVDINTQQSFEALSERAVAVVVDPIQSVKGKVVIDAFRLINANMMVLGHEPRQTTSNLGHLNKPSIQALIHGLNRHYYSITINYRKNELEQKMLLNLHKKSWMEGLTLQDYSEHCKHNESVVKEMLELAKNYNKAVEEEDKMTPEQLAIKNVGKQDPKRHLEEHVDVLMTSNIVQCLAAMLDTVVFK
NadD inh: inhibitors of Staphylococcus aureus NadD; purified NadD enzyme, colorimetric absorbance read-out; 360,000 compounds, 0.78% hits; inhibition, % at 20 µM; AID 602399; in the data active = inhibition above about 26%; note: some compounds past the cut are filed as inactive
Active calls of the source: *; i = inactive; · = not tested or not shown; + = active, no number. Not a hit list. About 3.9% of those tested had a hit in this group.

SMILES	LMPTP inh	MT1-MMP act inh	DNMT1 inh	SUMO1-SIM PPI	CendR NRP1 mod	Scp1 inh	STEP block	SKN-1 inh	Rpn11 block	NadD inh
COc1ccccc1C(=O)NNC(=O)c1ccc(NC(=O)CC(C)C)cc1	-1.1	1	0	1	6	-14	1	2	i	-6
COc1ccccc1CN1CCN(Cc2nc(-c3cccs3)no2)CC1	-0.7	3	-4	-2	-16	-3	-2	-2	i	-7
Cc1ccc(Nc2nc3ccccc3s2)cc1	0.6	-4	-3	1	15	-5	-5	7	i	-3
Cn1cc(CNC(=O)c2cc(-c3ccccc3)nc3ccc(Br)cc23)cn1	-0.1	3	-7	-1	2	-8	-2	1	i	-3
COc1ccc(CCNC(=O)C2CCCN2C(=O)Nc2ccccc2)cc1OC (configuration not stated)	-1.8	-2	-1	-2	-2	-1	-1	6	i	-8
O=C(CN1C(=O)/C(=C/c2ccccc2F)Sc2ccccc21)NCc1cccnc1	0.0	7	-2	-11	22	5	-1	-6	i	5
N=C(N)N1CCc2ccccc21	-0.7	0	0	2	6	4	-1	-7	i	-2
Cc1csc(NC(=O)CSc2nc3sc(C)c(C)c3c(=O)[nH]2)n1	8.9	-4	-3	6	-59	5	22	-6	+	7
Cc1cc(C)n(-c2ccc(C(=O)OCC(=O)Nc3cc(Cl)ccc3[N+](=O)[O-])cc2)n1	0.6	2	5	-2	-10	5	0	0	i	8
O=C(c1ccc(CS(=O)(=O)c2ccc(Br)cc2)o1)N1CCOCC1	-1.3	-3	4	-4	-18	-9	2	8	i	2
COc1ccccc1NC(=O)CN1CCN(c2ccccc2)CC1	-0.6	5	2	-5	1	15	-2	-17	i	-6
Cc1cccc(NC(=O)NCCCCc2ccccc2)c1	0.7	1	0	-5	12	-8	-1	-9	i	-6
CCn1nc(CC(C)C)cc1C(=O)N1CCCC(Nc2ccc(F)cc2)C1 (configuration not stated)	-0.5	-2	3	4	6	0	0	14	i	3
COc1ccccc1-c1cnc2c(Nc3cccc(OC(F)(F)C(F)F)c3)nccn12	4.0	-4	-11	-1	1	·	2	12	i	1
O=C(c1cc2ccccc2oc1=O)N1CCSC1c1ccco1 (configuration not stated)	-1.5	-3	-1	-3	1	-5	2	29	·	1
COC(=O)c1ccsc1NC(=O)C1COc2ccccc2O1 (configuration not stated)	3.0	-6	3	5	0	-19	1	6	i	-1
C=CCn1c(SCC(=O)O)nnc1-c1cccs1	-1.1	5	4	4	-4	-7	-4	15	i	-8
CNC(=O)c1c(NC(=O)c2nc3ccccc3s2)sc2c1CCC2	1.8	-3	0	-9	-33	·	0	-2	i	15
COc1cc(C(C)=O)ccc1COc1ccc(C(=O)O)cc1OC	-0.1	1	-1	2	1	8	-1	-2	i	-4
Cc1ccccc1NC1=NC(=S)N(CC(N)=O)C12CCOC(C)(C)C2 (configuration not stated)	-0.4	1	3	0	8	-11	3	1	i	-7
CN(C)c1cc[n+](CC(=O)Nc2ccccc2C(F)(F)F)cc1	-2.4	-3	1	-3	-3	-9	-1	3	i	-5
O=C(C1CC1)N1N=C(c2ccc(Br)cc2)CC1(O)C(F)(F)F (configuration not stated)	0.3	-2	0	0	4	-4	1	-5	i	-27
O=C1NC2(CCCc3ccccc32)C(=O)N1Cc1nnc(-c2ccccc2Br)o1 (configuration not stated)	1.6	-3	-4	-4	7	-15	0	5	i	2
CCN1C(=NCc2cc(OC)c(OC)c(OC)c2)N[C@@H](c2cccc(C(F)(F)F)c2)C(C(=O)OC)=C1C	-1.7	1	0	-2	9	-14	-2	-5	i	-5
COc1cccc(N2CCN(C(=O)CN(C)S(=O)(=O)c3ccc4c(c3)c(=O)n(C)c(=O)n4C)CC2)c1	-0.6	2	0	7	2	-3	-1	7	i	13
CCN(CC)CCNC(=O)C1CCC(=O)N(c2ccc(OC)cc2)C1c1ccc(F)cc1 (configuration not stated)	-0.5	-3	2	4	5	5	2	17	i	-6
O=C1CCCC2=C1C(c1ccc(O)c(O)c1)Nc1ccc3ccccc3c12 (configuration not stated)	3.9	-7	-8	-16	5	-4	2	-5	i	9
O=C(OCC(=O)N1CCN(S(=O)(=O)c2ccc(Cl)cc2)CC1)c1cccc(OC(F)F)c1	-0.5	1	1	1	2	-9	0	14	i	-6
COc1ccccc1C(CNC(=O)c1ccc(NS(=O)(=O)c2ccc3c(c2)OCCO3)cc1)N(C)C (configuration not stated)	-0.5	2	-4	-1	-8	-8	-1	5	i	-11
O=C(Nc1cccc(Cl)c1)Nc1ccnc(-c2cccnc2)n1	2.8	-15	-7	9	-14	-8	-1	4	i	-4
CCn1c(COc2ccc(=O)n(-c3ccccc3)n2)nnc1SCc1ccccc1C	-0.2	-2	-3	-4	1	-8	-2	11	i	1
CCOC(=O)c1c(-c2ccc(C)cc2)csc1NC(=O)/C(C#N)=C/c1ccc(O)c(OC)c1	-0.2	-114	8	11	-118	4	0	3	·	59*
O=C(O)c1ccccc1N1C(=O)C2C3CCC(C3)C2C1=O (configuration not stated)	-1.8	0	0	-2	-10	0	0	6	i	-2
Cc1ccccc1Nc1nc2ccccc2n1C(C)C	5.2	2	4	1	2	-1	4	1	i	-1
Cc1ccc(NC(=O)CSc2nnc(CNC(=O)c3ccccc3F)o2)cc1	-0.7	2	-3	0	-9	-2	-2	3	i	-1
ClC1(Cl)CC1Cn1c(C2CC2)nc2ccccc21 (configuration not stated)	2.1	-4	1	3	-15	1	0	18	i	-9
Cc1ccc(C)c(S(=O)(=O)N(C)c2ccc(OC(=O)CN3C(=O)NC4(CCCC4)C3=O)cc2)c1	-1.1	0	0	3	-3	-13	3	-2	i	-7
CCOc1ccccc1NC(=O)CSc1nncc2ccccc12	0.9	-5	-4	0	1	5	3	2	i	1
CC(C)(C)SCCNC(=O)CSCc1ccc([N+](=O)[O-])cc1	-1.6	2	2	-16	1	-7	-3	-7	i	-2
Nc1ccccc1C(=O)NCc1ccco1	-2.5	0	1	4	-1	-3	1	-6	i	-1

Ordered by count of non-hydrogen atoms (falling): twelve of the compounds above
SMILES	LMPTP inh	MT1-MMP act inh	DNMT1 inh	SUMO1-SIM PPI	CendR NRP1 mod	Scp1 inh	STEP block	SKN-1 inh	Rpn11 block	NadD inh
CCN1C(=NCc2cc(OC)c(OC)c(OC)c2)N[C@@H](c2cccc(C(F)(F)F)c2)C(C(=O)OC)=C1C	-1.7	1	0	-2	9	-14	-2	-5	i	-5
COc1ccccc1C(CNC(=O)c1ccc(NS(=O)(=O)c2ccc3c(c2)OCCO3)cc1)N(C)C (configuration not stated)	-0.5	2	-4	-1	-8	-8	-1	5	i	-11
CCOC(=O)c1c(-c2ccc(C)cc2)csc1NC(=O)/C(C#N)=C/c1ccc(O)c(OC)c1	-0.2	-114	8	11	-118	4	0	3	·	59*
CCN(CC)CCNC(=O)C1CCC(=O)N(c2ccc(OC)cc2)C1c1ccc(F)cc1 (configuration not stated)	-0.5	-3	2	4	5	5	2	17	i	-6
O=C1NC2(CCCc3ccccc32)C(=O)N1Cc1nnc(-c2ccccc2Br)o1 (configuration not stated)	1.6	-3	-4	-4	7	-15	0	5	i	2
Cc1ccc(NC(=O)CSc2nnc(CNC(=O)c3ccccc3F)o2)cc1	-0.7	2	-3	0	-9	-2	-2	3	i	-1
CCOc1ccccc1NC(=O)CSc1nncc2ccccc12	0.9	-5	-4	0	1	5	3	2	i	1
CN(C)c1cc[n+](CC(=O)Nc2ccccc2C(F)(F)F)cc1	-2.4	-3	1	-3	-3	-9	-1	3	i	-5
CC(C)(C)SCCNC(=O)CSCc1ccc([N+](=O)[O-])cc1	-1.6	2	2	-16	1	-7	-3	-7	i	-2
Cc1ccccc1Nc1nc2ccccc2n1C(C)C	5.2	2	4	1	2	-1	4	1	i	-1
ClC1(Cl)CC1Cn1c(C2CC2)nc2ccccc21 (configuration not stated)	2.1	-4	1	3	-15	1	0	18	i	-9
Nc1ccccc1C(=O)NCc1ccco1	-2.5	0	1	4	-1	-3	1	-6	i	-1

Further compounds:
SMILES	LMPTP inh	MT1-MMP act inh	DNMT1 inh	SUMO1-SIM PPI	CendR NRP1 mod	Scp1 inh	STEP block	SKN-1 inh	Rpn11 block	NadD inh
Cc1ccc2nc(SCC(=O)Nc3ccc(F)cc3F)nc(=O)n2c1	0.0	-1	3	-7	1	-3	-1	3	i	1
CN(CC(=O)Nc1ccc(C(N)=O)cc1)CC(=O)Nc1ccccc1Cl	-0.8	4	3	-2	-4	1	-3	-7	i	3
CN(C)c1ncnc2c1ncn2[C@H]1CN(Cc2cccnc2)C[C@@H](CO)O1	1.7	3	7	-2	-12	·	-3	6	i	0
O=C(c1ccc([N+](=O)[O-])cc1)N1CCSC1c1ccc(Br)cc1 (configuration not stated)	2.3	-6	-2	-16	4	-3	-1	1	i	-2
CC1(C)Oc2ccc(C(=O)N3CCOCC3)cc2N(CC(=O)Nc2ccccc2)C1=O	-1.9	-7	0	-2	-10	-4	1	-9	i	2
CCCCNC(=O)C1(C)CCN1C(=O)c1cccc(OC(F)(F)F)c1 (configuration not stated)	0.2	1	3	4	-5	·	-2	4	i	-2
O=C1CNC(=S)N1Cc1ccc(Cl)cc1	-1.6	-2	-2	10	-2	-8	0	22	i	-2
CCOc1ccc(S(=O)(=O)N2CCCCC2)cc1NC(=O)CN1C(=O)NC(C)(c2ccc(C)cc2)C1=O (configuration not stated)	3.9	-12	-12	16	-2	-3	0	-1	i	15
COCCCn1c(Cc2ccccc2)nnc1SCC(=O)N1CCCCC1	0.7	7	-4	2	-6	2	0	31	i	0
COc1ccc(OC)c(S(=O)(=O)NCc2ccc(N3CCN(C)CC3)cc2)c1	-0.9	-1	3	0	-1	-13	2	-10	i	-2
Cc1ccc(C2C(C(=O)c3cc4ccccc4o3)=C(O)C(=O)N2CCN2CCOCC2)cc1 (configuration not stated)	1.1	-4	-3	-12	-3	-7	6	5	i	7
